S1P3 antagonist: S1P3 receptor antagonists, primary screen, cell-based; 170,000 tested, 0.27% active; inhibition, % at 4.98 µM; CHO S1P3 NFAT-BLA reporter, FRET fluorescence, antagonist mode; AID 485, 2006;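 active = inhibition above the plate cutoff, the mean inhibition of test wells on that plate plus 3 SD, cut at about 28% in these data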;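 note: cells challenged with S1P at its EC80 of 0.8 µM; blue over green emission ratio from cleaved BLA substrate after 4 h stimulation; 0% = S1P-stimulated wells and 100% = unstimulated DMSO-only wells; some compounds past the cut are filed as inactive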
PPARg SRC-3 ag: PPARgamma agonists recruiting SRC-3 coactivator, primary screen, biochemical | biochemical PPARgamma/SRC-3 coactivator recruitment assay | AID 731, 2007 | 200,000 tested, 0.26% active | Peroxisome proliferator-activated receptor gamma (Homo sapiens), P37231 | activation, % at 8 µM; in the data active = activation above about 23%;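 note: 0% = DMSO and 100% = reference agonist; some compounds past the cut are filed as inactive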
Target sequence (P37231 whole entry, looked up): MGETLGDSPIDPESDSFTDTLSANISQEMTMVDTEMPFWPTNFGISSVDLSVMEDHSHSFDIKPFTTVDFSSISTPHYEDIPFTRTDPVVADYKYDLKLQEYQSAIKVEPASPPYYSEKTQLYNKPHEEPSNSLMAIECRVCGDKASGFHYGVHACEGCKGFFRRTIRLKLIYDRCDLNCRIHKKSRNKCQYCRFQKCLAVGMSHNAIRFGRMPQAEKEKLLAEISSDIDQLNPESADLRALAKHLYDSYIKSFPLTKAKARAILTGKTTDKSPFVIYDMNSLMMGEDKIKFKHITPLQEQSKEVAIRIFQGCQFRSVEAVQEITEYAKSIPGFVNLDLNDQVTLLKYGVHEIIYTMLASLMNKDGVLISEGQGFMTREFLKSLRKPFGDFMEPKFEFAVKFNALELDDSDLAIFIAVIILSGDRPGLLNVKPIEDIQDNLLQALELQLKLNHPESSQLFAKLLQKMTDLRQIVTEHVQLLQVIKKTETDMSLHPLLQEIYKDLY
PPARg SRC-1 ag: PPARgamma agonists recruiting SRC-1 coactivator, primary screen, biochemical | activation, % at 8 µM | AID 631, 2007 | PPARgamma-SRC-1 coactivator recruitment biochemical assay | 200,000 tested, 0.41% active; in the data active = activation above about 19%;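 note: 0% = DMSO and 100% = reference agonist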
PPARg SRC2 recr: agonists of PPARg-SRC-2 recruitment, primary screen, biochemical, HTS; 200,000 tested, 0.34% active; Peroxisome proliferator-activated receptor gamma (Homo sapiens), P37231; activation, % at 8 µM; PPARgamma LBD-SRC-2 recruitment; AID 1032, 2008; in the data active = activation above about 22%;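 note: 0% = vehicle and 100% = reference agonist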
STAT3 blocker: IL-6 driven STAT3 reporter inhibitors, primary screen, U3A cells, luciferase, luminescence, MLSCN library. IL-6 STAT3-luciferase reporter; host cell line lacks STAT1. inhibition, % at 5.5 µM. 190,000 tested, 0.89% active;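 active = inhibition above the mean inhibition across all screened compounds plus 3 SD, cut at about 44% in these data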;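 note: 0% = DMSO only wells and 100% = 100 µM nifuroxazide control wells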
ROMK primary: ROMK potassium channel modulators, primary screen, cell-based, thallium flux, MLSMR library; B-score at 10 µM; 130,000 tested, 2% active; Tet-inducible ROMK, thallium flux fluorescence; actives lie on both sides; AID 1918, 2009;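 active = signal ratio slope over the read window, or its plate-corrected B-score, at least 3 SD from the plate mean, either direction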;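 note: B-score of the F/F0 ratio slope over 7 to 12 s after thallium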
Target sequence (P48048 whole entry, looked up): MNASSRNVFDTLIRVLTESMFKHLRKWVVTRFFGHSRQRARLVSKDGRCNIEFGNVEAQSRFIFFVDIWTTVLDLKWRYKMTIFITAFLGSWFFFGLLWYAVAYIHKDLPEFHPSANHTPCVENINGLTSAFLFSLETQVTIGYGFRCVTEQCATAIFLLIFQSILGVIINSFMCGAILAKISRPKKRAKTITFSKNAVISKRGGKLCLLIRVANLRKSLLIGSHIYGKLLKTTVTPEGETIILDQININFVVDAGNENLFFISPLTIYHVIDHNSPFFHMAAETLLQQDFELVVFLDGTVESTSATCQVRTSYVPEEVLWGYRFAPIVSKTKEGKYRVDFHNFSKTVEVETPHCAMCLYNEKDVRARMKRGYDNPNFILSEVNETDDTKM
RAM inhibit: inhibitors of the yeast RAM network, primary screen, dse1pr::URA3 reporter, 5-FOA selection; S. cerevisiae dse1pr::URA3 reporter, 5-FOA growth OD615, 2 d; analog-sensitive cbk1-as2 kinase mutant strain; inhibition, % at 50 µM; 190,000 tested, 1.8% active; AID 868, 2007;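 active = inhibition above a set limit, 3 SD over mean compound inhibition, cut at about 8.4% in these data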;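 note: 0% = DMSO-only wells with no growth and 100% = 10 µM 1-NA-PP1 full growth; inhibition rescues growth on 5-FOA so higher OD means more RAM inhibition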
TLR4 MyD88 comp: inhibitors of TLR4-MyD88 association in cells, primary screen, cell-based, HeLa CL3-4, BLA complementation, FRET ratio. Toll-like receptor 4 (Homo sapiens) + Myeloid differentiation primary response protein …. HeLa CL3-4 TLR4/MyD88 BLA complementation. inhibition, % at 8.4 µM. 200,000 tested, 0.18% active. AID 861, 2007; in the data active = inhibition above about 25%;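 note: 0% = vehicle and 100% = reference inhibitor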
STAT1 inh: STAT1 signaling inhibitors, primary screen, cell-based, HTS, luciferase reporter; NIH 3T3 STAT1-luciferase reporter, IFN-gamma, luminescence; inhibition, % at 5.5 µM; 200,000 tested, 0.35% active; AID 920, 2007;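 active = inhibition above a set limit, the mean inhibition across all tested compounds plus 3 SD, cut at about 34% in these data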;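 note: 0% = IFN-gamma with DMSO and 100% = IFN-gamma with 300 µM nifuroxazide; values of inactives mirror those of a sister screen read the other way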
SRC2 TRFRET art: TR-FRET signal artefacts, primary screen, artefact control for PPARgamma SRC-2 agonist project, biochemical; TR-FRET artefact counter-screen; active compounds read high; AID 1049, 2008; TR-FRET ratio at 8 µM; 200,000 tested, 0.4% active; in the data active = TR-FRET ratio above about 2000; note: inactives centre near 1500
STAT3 act: IL-6 driven STAT3 reporter potentiators, primary screen, U3A cells, luciferase, luminescence, MLSCN library; IL-6 STAT3-luciferase reporter; 100% = signal with IL-6 EC80 alone; activation (% of control), % at 5.6 µM; 190,000 tested, 0.91% active; AID 871, 2007;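 active = activation above the screen-wide mean of compound activation plus 3 SD, cut at about 130% in these data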;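 note: 0% = background luminescence of wells with medium and substrate only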
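Test system: human U3A cells carrying STAT3-luciferase construct; control set: IL-6-only wells as 100% reference; timing: compound pre-incubation 1 h before IL-6, then 6 h stimulation at 37 °C; also added: IL-6 stimulus at 33 ng/mL final; evaluation: % activation versus median of IL-6-stimulated wells; detection: reporter luminescence signal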
Numbers without * were called inactive; . = no result given. Rows are unselected; overall some 5.6% were active at least once.

Every second line gives: TLR4 MyD88 comp, STAT3 blocker, STAT1 inh, STAT3 act, PPARg SRC-3 ag, ROMK primary, S1P3 antagonist, SRC2 TRFRET art, PPARg SRC2 recr, PPARg SRC-1 ag, RAM inhibit
- CNC(=S)N/N=C/c1ccc(-c2cc([N+](=O)[O-])ccc2Cl)o1
  4, 34, 0, 76, -1, -0.011, -8, 1735, 0, 4, 0.8
- COc1ccccc1NC(=O)/C(C#N)=C/C=C/c1ccco1
  -16, -1, -4, 101, 5, 3, ., 1617, 11, 7, 2.8
- O=C(CCc1nc(-c2ccc(Cl)cc2)no1)OCc1ccc(Br)cc1
  -1, 5, 2, 98, -3, 0.015, -24, 1314, -5, 2, .
- Nc1nc(CSCCO)nc(Nc2ccccc2)n1
  6, 3, -6, 101, 8, ., ., 1469, -1, 10, 0.9
- Cc1ccc(-c2nc3cccnc3s2)cc1NS(=O)(=O)c1ccc2c(c1)OCCO2
  0, -20, -6, 125, -1, ., ., 1522, -5, 8, 13*
- COc1ccc(C)c2sc(NC(=O)C3=COCCO3)nc12
  -10, 16, -10, 91, 5, ., ., 1366, -4, -2, 0.0
- Cc1ccsc1S(=O)(=O)N1CCC(CO)(CC2CCCCO2)CC1 (stereo unspecified)
  -3, 10, -6, 96, -1, 0.49, -1, 1717, 4, 5, -0.6
- CC(C)NC(=O)c1cnn2c1NC(c1cccs1)CC2C(F)(F)F (stereo unspecified)
  -3, 4, -1, 100, 17, 0.049, ., 1541, 8, 1, -0.5
- Cc1ccc(OCC(=O)Nc2ccc(C)c(S(=O)(=O)N3CCCCC3)c2)c([N+](=O)[O-])n1
  -17, 2, 11, 98, 5, ., -12, 1423, -4, -4, 0.9
- CCOc1cccc(C(=O)NC2CCCCC2)c1
  -4, -2, -21, 105, 2, -0.086, -17, 1513, -7, 1, 1.7
- Cc1ccc(S(=O)(=O)N2CCOCC2)cc1C(=O)NCc1cccnc1
  2, -6, 4, 105, -1, 0.059, ., 1460, 2, -4, 1.2
- CN1CCN(CCC(=O)N/N=C/C=C2\N(C)c3ccccc3C2(C)C)CC1
  19, 7, 7, 101, 7, -0.13, -25, 1664, 10, 9, 2.2
- CCCn1cc2c(c1-c1cccc(C)c1)c(=O)n(C)c(=O)n2C
  5, -6, -4, 105, 1, ., -7, 1638, 3, -3, -1.3
- CCCCn1c(N)c(Sc2ccc(Cl)cc2)c(=O)[nH]c1=O
  -2, 9, 2, 98, -6, -0.12, ., 1388, 1, 3, 0.9
- CCOC(=O)C1=C(C)NC(=S)N(C(C)=O)C1c1ccccc1 (stereo unspecified)
  -3, -6, 8, 105, -5, ., ., 1532, 13, 5, 0.2
- CC(C)C1Cc2c(sc3[nH]c(=S)n(Cc4ccccc4)c(=O)c23)CO1 (stereo unspecified)
  -6, 8, 6, 98, 6, 9.3*, ., 1507, 5, 9, 6.1
- Cc1ccc(OCC(=O)Nc2ccc(F)cc2)c([N+](=O)[O-])n1
  -17, 4, -46, 99, 2, 0.86, 0, 1508, 8, 0, 3.0
- CN(c1ccccc1C(=O)Nc1ccc2c(c1)OCCO2)S(C)(=O)=O
  -3, 6, 7, 97, 8, 0.89, 11, 1455, 10, 5, -0.7
- COc1ccc(C2=NN(C(N)=S)C(c3ccco3)C2)cc1 (stereo unspecified)
  11, 12, -16, 96, 2, -0.45, -8, 1555, -5, 1, 0.6
- CCC(=O)N/N=C(\C)CC(=O)Nc1cc(Cl)ccc1C
  -5, 0, 13, 100, -2, 1.3, -9, 1623, 7, 3, 0.8
- Cc1nnc(SCC(=O)O)o1
  -15, 6, -10, 101, -2, 0.77, -6, 1739, 6, 3, 0.4
- CC(C)CC(=O)Nc1cccc(C(=O)Nc2ccccc2C(=O)O)c1
  2, 10, 12, 97, 6, -0.35, ., 1568, 8, 4, 1.3
- COc1ccc2[nH]c(=O)c(CN(CC3CCCO3)C(=S)Nc3ccccc3)cc2c1 (stereo unspecified)
  5, 2, -2, 104, -5, -0.18, 5, 1639, -9, 1, 0.1
- Cc1onc(-c2ccccc2)c1C(=O)OCC(=O)NCc1ccc(F)cc1
  -5, 3, 10, 103, 1, -0.09, -7, 1800, 0, 12, 8.5*
- O=S(=O)(Nc1ccccn1)c1ccc(C2CCCCC2)cc1
  -14, 5, 3, 95, 0, ., 14, 1495, 3, -1, 1.2
- O=C(CSc1nnc(Cn2nnc3ccccc32)o1)Nc1ccc(Cl)cc1
  -9, 3, -1, 100, 3, 0.46, ., 1586, 3, 0, 2.6
- COCCCNC(=O)c1cn(C)c(=O)c2cc(OC)c(OC)cc12
  -13, -4, -6, 106, -11, ., ., 1556, 0, 1, 1.1
- O=C(N/N=C/c1c[nH]c2ccccc12)C1CC1(c1ccccc1)c1ccccc1 (stereo unspecified)
  -13, -22, 4, 120, 3, 0.96, -23, 1593, 3, 3, 7.5
- O=C(O)CCCCCNS(=O)(=O)c1cccc2nsnc12
  2, -1, -5, 102, -5, 1.6, ., 1232, -1, -1, 2.3
- COCc1nc2ccccc2n1Cc1cccc(C)c1
  1, 1, -1, 102, -1, ., ., 1487, -8, 0, -0.9
- CN(Cc1ccccc1)C(=O)c1ccc2c(c1)NC(=O)C(N1CCOCC1)S2 (stereo unspecified)
  -3, 18, 10, 93, -1, 0.34, -13, 1781, 11, 10, -0.6
- Cc1ccc(C(c2nnnn2C2CCCCC2)N(C)C2CCCCC2)cc1 (stereo unspecified)
  1, 5, -1, 96, -3, -1.6, ., 1551, 1, -2, 0.7
- CC(C)Cn1c(=O)oc2ccccc21
  -8, 5, 3, 99, -1, 0.044, -13, 1485, -4, -5, -0.8
- Cc1cc(NC(=O)CSc2nc3c(cc2C#N)CCCC3)no1
  3, 10, -43, 95, 1, -0.42, 2, 1558, -1, 5, 2.3
- CCOC(=O)CCNC(=O)N1CCCC(C(=O)c2ccc3c(c2)OCO3)C1 (stereo unspecified)
  -9, 1, -9, 103, -2, 0.29, 2, 1556, 2, 4, -0.5
- CC(C)(C)NC(=O)Cn1nnc(-c2ccc(Cl)cc2)n1
  4, -1, -9, 106, 3, ., -32, 1590, 10, -1, 0.1
- O=C(OCc1ccccc1)C1=NNC2C(=O)N(Cc3ccccc3)C(=O)C12 (stereo unspecified)
  5, 1, -6, 103, 4, -0.059, 4, 1553, 4, 0, 0.5
- O=C(CS(=O)(=O)Cc1ccccc1)NCC1CCCO1 (stereo unspecified)
  7, -5, 6, 108, 6, ., 10, 1448, 1, 1, 1.3
- CNC(=O)NC(=O)C(C)OC(=O)c1c2c(nc3ccccc13)/C(=C/c1cccs1)CC2 (stereo unspecified)
  51*, 2, -32, 94, -6, ., 19, 1603, 1, 7, 1.8
- O=C(CSc1nnc(-c2cccnc2)n1-c1ccccc1)Nc1ccc2c(c1)OCO2
  -19, 6, 2, 99, 9, ., -48, 1666, 13, 2, 4.2
- NC(=O)C[n+]1cccc(/C=N/O)c1
  -5, 7, -8, 99, 2, 0.37, -9, 1714, 1, 2, 0.1
- COc1ccc(NC(=O)CCCNS(=O)(=O)c2cccs2)cc1
  5, 6, -4, 99, 2, 0.49, ., 1606, -5, 6, 0.3
- FC(F)(F)c1cccc(N2CCN(Cc3ccoc3)CC2)c1
  -5, -1, 4, 105, -5, ., -2, 1253, 0, -7, 0.5
- COc1ccc(-c2ccc(SCC(=O)N3c4ccccc4CC3C)nn2)cc1OC (stereo unspecified)
  -8, -1, 3, 105, 7, ., ., 1611, 2, -5, 0.1
- CCC(C)(C)n1nnnc1C(c1ccc(C)cc1)N1CCN(C(=O)c2ccco2)CC1 (stereo unspecified)
  4, 1, -4, 103, 5, 0.27, ., 1373, 0, -8, -1.2
- O=[N+]([O-])c1cccc(C2=NCCC(c3ccccc3)O2)c1 (stereo unspecified)
  -26, -10, -2, 106, 0, -1.1, -10, 1509, 6, 9, -0.5
- CCN(Cc1ccccc1)C(=S)Nc1cc(C(=O)OC)ccc1C(=O)OC
  0, 4, 2, 95, 1, 1.1, 11, 1546, 4, 1, 2.1
- CSc1nc(N2CCOCC2)c2c(c1C#N)CCCCC2
  -5, 13, 2, 92, 17, -1.7, 5, 1520, 9, 1, 4.1
- Cc1noc2ncnc(Sc3ccc(Br)cc3)c12
  15, -12, -17, 114, 2, -0.85, -11, 1748, 6, -3, 0.9
- O=C(COc1ccc(Br)cc1)Nc1ccc(Cc2ccncc2)cc1
  4, 25, -1, 84, -1, -0.054, -18, 1477, 0, 0, -1.3
- CCc1c(C#N)c(SCCC(=O)Nc2ccc(OC)cc2)nc2c1C(=O)CC(C)(C)C2
  3, -1, 3, 101, -7, -1.9, ., 1504, 1, 0, 2.5
- CCn1ncc(Br)c1C(=O)N(C)C12CC3CC(CC(C3)C1)C2
  7, -8, -12, 109, 8, -4.5*, 15, 1515, 6, 6, 1.3
- COC(=O)/C(=C1/Oc2cc(C)oc(=O)c2S1)C(F)(F)F
  14, 17, 21, 91, 2, -1.1, ., 1533, 7, -2, 1.5
- O=C(/C=C/c1cccc(F)c1)N1CCc2ccccc21
  -13, 18, -113, 85, -2, 0.43, 3, 1522, 4, -2, 3.8
- CCN(CC)S(=O)(=O)c1cc(C(=O)O)c(Cl)cc1Cl
  5, 6, -1, 101, 3, -0.35, ., 1471, 2, 1, 2.2
- Fc1ccc(-c2cc(C(F)(F)F)nc(-n3cncn3)n2)cc1
  5, 28, 2, 82, -1, ., 3, 1605, -2, 0, -1.2
- O=C(Nc1ccccn1)c1ccc2nc(-c3ccccc3)c(-c3ccccc3)nc2c1
  -10, -4, -7, 106, 1, 0.46, 4, 1430, -2, 3, 1.4
- CC(Oc1ccc(Cl)cc1Cl)c1nc(-c2ccc(NC(=O)c3ccco3)cc2)no1 (stereo unspecified)
  1, 8, -5, 96, 10, ., ., 1662, 5, 1, 4.3
- O=C(CSc1ncnc2ccccc12)Nc1cccc(S(=O)(=O)N2CCCC2)c1
  -8, -4, 26, 105, 2, -0.2, -5, 1672, 6, 11, 5.5
- Cc1ccc(C)c(C(=O)C(C)OC(=O)c2cccn2C)c1 (stereo unspecified)
  0, 3, 8, 100, -14, ., 1, 1626, 5, 0, 0.4
- COc1cc(OC)cc(-c2cc(N)n(S(=O)(=O)Cc3ccccc3)n2)c1
  -11, 10, -3, 99, 1, ., ., 1684, -5, 6, 4.7
- CCCn1c(C(O)c2ccc3c(c2)OCO3)nc2ccccc21 (stereo unspecified)
  -6, 2, 7, 101, -1, -1.8, ., 1634, 0, 4, 0.3

Assay outcomes deposited in PubChem BioAssay by several laboratories.
